Pf gamet viab = late stage P. falciparum gametocyte viability inhibitors, primary screen, ATP luminescence, HTS. AID 743093, 2013. P. falciparum stage V gametocytes, 24 h. inhibition, % at 10.9 µM. 0.065% of 150,000 active;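 active = inhibition above the mean plus 3 SD of compounds within the control limits, set per campaign, cut at about 38% in these data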;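 also: 0% = DMSO wells and 100% = medium only without gametocytes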
Rac1 mut GTP = GTP binding modulators of activated mutant Rac1, primary screen, biochemical, bead-based flow cytometry, multiplex, fluorescent GTP; Ras-related C3 botulinum toxin substrate 1 (Homo sapiens), P63000; GST-Rac1 activated beads; actives lie on both sides; 100% means binding = to untreated wells; percent activity (GTP binding), % at 10 µM; 0.11% of 190,000 active;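 active = GTP binding at least 20 percentage points away from the 100% baseline, in either direction, so actives lie on both sides; inconclusive = Compound likely fluorescent itself, or too few beads counted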
Rab2A wt mod = modulators of GTP binding to Rab2A wildtype, primary screen, biochemical, dog, bead-based flow cytometry, multiplex; Ras-related protein Rab-2A (Canis lupus familiaris), P61105; GST-Rab2 wt beads, Bodipy-GTP binding; GTP binding activity, % at 10 µM; 0.19% of 190,000 active; AID 760, 2007;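 active = GTP binding activity at least 20 points away from 100%, either lowered or raised; inconclusive = signal likely due to the compound's own green fluorescence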;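 also: 0% = beads with excess unlabeled GTP and 100% = no-compound control corrected for plate trend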
HRas wt GTP bind = modulators of GTP binding to HRas wildtype, primary screen, biochemical, bead-based flow cytometry, multiplex | GTPase HRas (Homo sapiens), P01112 | GST-Ras wt beads, Bodipy-FL-GTP binding; actives lie on both sides | GTP binding activity, % at 10 µM | 0.14% of 190,000 active;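 active = GTP binding activity at least 20% away from the 100% baseline, either lowered as inhibitor or raised as activator; inconclusive = flagged as likely green fluorescent, judged across all proteins in the well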;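 also: 0% = unlabeled GTP competition control and 100% = no-compound control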
Target sequence (P01112 whole entry, looked up): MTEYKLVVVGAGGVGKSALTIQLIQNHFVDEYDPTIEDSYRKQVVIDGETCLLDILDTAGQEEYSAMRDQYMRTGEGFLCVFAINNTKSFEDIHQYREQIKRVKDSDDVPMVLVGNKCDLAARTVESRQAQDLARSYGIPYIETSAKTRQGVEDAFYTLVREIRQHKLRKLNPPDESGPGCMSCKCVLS
ABCG2 block = ABCG2 efflux pump inhibitors, primary screen, multiplex with ABCB1, IgMXP3 cells, flow cytometry | Broad substrate specificity ATP-binding cassette transporter ABCG2 (Homo sapiens), Q9UNQ0 | JC-1 efflux | inhibition, % at 6.6 µM | 0.1% of 190,000 active;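 active = inhibition above 80%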;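 also: 0% = DMSO and 100% = nicardipine control wells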
Target sequence (Q9UNQ0 whole entry, looked up): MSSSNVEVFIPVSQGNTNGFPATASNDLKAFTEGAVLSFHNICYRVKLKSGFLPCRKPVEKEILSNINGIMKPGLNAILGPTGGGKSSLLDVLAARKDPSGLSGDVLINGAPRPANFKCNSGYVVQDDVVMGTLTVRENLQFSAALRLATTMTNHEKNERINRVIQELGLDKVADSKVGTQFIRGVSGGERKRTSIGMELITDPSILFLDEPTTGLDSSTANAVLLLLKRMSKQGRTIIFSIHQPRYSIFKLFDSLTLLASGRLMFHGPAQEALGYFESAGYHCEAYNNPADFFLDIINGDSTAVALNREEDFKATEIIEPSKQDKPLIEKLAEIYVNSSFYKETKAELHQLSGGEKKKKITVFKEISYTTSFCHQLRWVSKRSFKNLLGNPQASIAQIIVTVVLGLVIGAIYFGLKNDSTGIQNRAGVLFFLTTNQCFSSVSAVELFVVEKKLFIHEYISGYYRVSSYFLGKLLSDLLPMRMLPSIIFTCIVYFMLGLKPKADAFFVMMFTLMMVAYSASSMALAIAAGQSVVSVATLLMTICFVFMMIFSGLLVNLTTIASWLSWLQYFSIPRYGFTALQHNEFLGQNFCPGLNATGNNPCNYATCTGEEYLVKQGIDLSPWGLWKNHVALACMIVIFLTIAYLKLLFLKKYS
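Test system: ABCG2 IgMXP3 and barcoded ABCB1 CCRF-Adr cell mix; Schedule: cells with compound and JC-1, 10 min at 25 °C, rotating, no wash; Technique: flow cytometry of retained JC-1 fluorescence; Measure: % inhibition of efflux relative to nicardipine and DMSO; Controls: nicardipine high and DMSO low controls.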
Cdc42 wt GTP = modulators of GTP binding to wildtype Cdc42, primary screen, biochemical, multiplex bead flow cytometry, Bodipy-GTP | Cell division control protein 42 homolog (Homo sapiens), P60953 | GST-Cdc42 beads; actives lie on both sides | percent activity (GTP binding), % at 10 µM | 0.2% of 190,000 active | AID 761, 2007;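 active = percent activity GTP binding at least 20 points away from the 100% baseline, either down as inhibitor or up as activator; inconclusive = compound flagged as likely green fluorescent from well-wide comparison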;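 also: median bead fluorescence of bound Bodipy-FL-GTP at 100 nM; 0% = excess unlabeled GTP control and 100% = no compound control; below 100% means less GTP binding so inhibitor and above means activator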
Target sequence (P60953 whole entry, looked up): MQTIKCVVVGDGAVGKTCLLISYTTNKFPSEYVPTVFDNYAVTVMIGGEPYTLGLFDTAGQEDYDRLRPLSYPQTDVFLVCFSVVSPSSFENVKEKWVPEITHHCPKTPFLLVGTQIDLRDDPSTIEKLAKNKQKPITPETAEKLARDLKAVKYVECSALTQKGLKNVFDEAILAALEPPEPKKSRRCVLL
Avidin bead fluor = green autofluorescence of compounds with avidin beads – biophysical, 488/530 nm, flow cytometry, artefact control, profiling panel. compound fluorescence 488/530 nm; stronger effect = higher value. fluorescence (KMESF) at 10 µM. 0.38% of 220,000 active. AID 1775, 2009; in the data active = fluorescence above about 47; also: inactives centre near 10
ABCB1 inh = ABCB1 efflux pump inhibitors, primary screen, cell-based, multiplex, flow cytometry, ABCG2 counter-screen; 0.067% of 190,000 active; AID 1326, 2008; CCRF-Adr cells, JC-1 efflux; inhibition, % at 6.6 µM; in the data active = inhibition above about 40%;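 also: 0% = vehicle and 100% = reference inhibitor; higher value means more JC-1 retained so stronger ABCB1 efflux block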
GSH bead fluor = compound fluorescence on glutathione beads, profiling panel, artefact control, biophysical, 488/530 nm, flow cytometry; GSH beads flow cytometry, compound fluorescence 488/530 nm; stronger effect = higher value; fluorescence (KMESF) at 10 µM; 0.25% of 190,000 active; AID 1776, 2009; in the data active = fluorescence above about 89;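 also: glutathione beads carrying GST-tagged Bcl family fusion proteins plus one bare bead set; values are compound well signal with DMSO vehicle wells as background; inactives centre near 16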
Rac1 wt modul = wildtype Rac1 GTP binding modulators, primary screen, biochemical, GST-Rac1 beads, flow cytometry, multiplex; Ras-related C3 botulinum toxin substrate 1 (Homo sapiens), P63000; fluorescent GTP binding; actives lie on both sides; 0 = cold GTP competed, 100 = untreated; GTP binding activity (% of control), % at 10 µM; 0.27% of 190,000 active;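 active = GTP binding activity at least 20 points away from the 100% control level, either lower or higher; inconclusive = compound flagged as likely green fluorescent, judged across all proteins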
Rab7 wt GTP bind = modulators of GTP binding to Rab7, primary screen, biochemical, wildtype, multiplex bead flow cytometry; AID 758, 2007; 0.055% of 190,000 active; Rab7 GTPase wild type (dog), Bodipy-FL-GTP binding; GTP binding activity (percent of control), % at 10 µM; GST-Rab7 beads, fluorescent GTP binding; actives lie on both sides; untreated = 100%, excess cold GTP = 0%;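 active = fluorescent GTP binding to Rab7 beads changed by at least 20 points from the 100% baseline, either direction, mostly lower; inconclusive = compound itself probably fluorescent, or too few beads counted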;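 also: median green fluorescence of bound Bodipy-FL-GTP per Rab7 bead population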
* = called active by the depositor; ? = inconclusive; nt = no result given.

SMILES | Pf gamet viab | Rac1 mut GTP | Rab2A wt mod | HRas wt GTP bind | ABCG2 block | Cdc42 wt GTP | Avidin bead fluor | ABCB1 inh | GSH bead fluor | Rac1 wt modul | Rab7 wt GTP bind
CCCCn1c(SCC(N)=O)nnc1-c1cc(OC)c(OC)c(OC)c1 | nt | 102 | 104 | 102 | 0 | 105 | 4 | 0.0 | 28 | 105 | 103
O=C(c1cc(COc2ccc(F)cc2Cl)on1)N1CCCC(c2ccccc2)C1 (stereo not given) | 3 | 96 | 94 | 97 | 6 | 96 | 11 | 1.7 | 10 | 100 | 96
CCCOP(=O)(OCCC)c1nc(-c2ccccc2)oc1NCc1ccccc1 | -7 | 100 | 98 | 100 | 4 | 98 | 5 | 1.8 | 8 | 104 | 104
CSC(=NC#N)N1CCN(c2ccc([N+](=O)[O-])cc2)CC1 | 9 | 96 | 96 | 94 | 0 | 95 | 6 | 0.0 | 11 | 97 | 97
CN1c2ccccc2C(O)=C(C(=S)Nc2ccc(F)c(Cl)c2)S1(=O)=O | 4 | 94 | 95 | 95 | 3 | 98 | 7 | 0.2 | 64 | 94 | 96
O=S(=O)(Nc1cc(Cl)ccn1)c1ccc(Cl)cc1 | nt | 95 | 101 | 101 | -32 | 102 | 13 | -1.1 | 32 | 104 | 103
Cc1cc(Oc2ccccc2)nc(SCC(=O)Nc2ccccc2)n1 | nt | 101 | 99 | 100 | 2 | 103 | 11 | 0.8 | 10 | 104 | 97
CCOC(=O)c1ccccc1NS(=O)(=O)c1ccccc1F | -42 | 101 | 98 | 100 | 2 | 100 | 16 | 0.2 | 7 | 102 | 98
CC(=O)C1=C(O)C(=O)N(c2ccc(O)cc2)C1c1ccc([N+](=O)[O-])cc1 (stereo not given) | -11 | 96 | 96 | 97 | 2 | 94 | 33 | 0.4 | 62 | 99 | 97
CCn1c(SCC(=O)Nc2nc(C)c(C)s2)nnc1-c1ccco1 | -15 | 97 | 98 | 99 | -1 | 102 | 24 | -2.5 | 21 | 98 | 101
O=Nc1c(O)n(Cc2ccc(Cl)cc2Cl)c2ccccc12 | nt | ? | ? | ? | 0 | ? | 36 | 0.1 | 10 | ? | ?
C=CCSc1nc(NC)c2sccc2n1 | 0 | 98 | 98 | 100 | 12 | 102 | 19 | 0.7 | 16 | 101 | 102
CCOC(=O)Nc1cc2c(cc1C(C)=O)OCO2 | nt | 99 | 103 | 103 | 1 | 102 | 8 | 0.2 | 8 | 107 | 105
CCOC(=O)c1cccc(N2C(=O)c3ccccc3S2(=O)=O)c1 | 4 | 94 | 93 | 97 | 0 | 96 | 28 | 0.4 | 18 | 96 | 93
CCN(CC)S(=O)(=O)c1cc(C(=O)OCC(=O)c2ccc3c(c2)NC(=O)CO3)ccc1F | nt | 101 | 99 | 100 | 11 | 103 | 10 | 1.4 | 34 | 108 | 100
O=C(NNC(=O)c1ccc(SCC2CCCO2)c([N+](=O)[O-])c1)c1ccc(Cl)c([N+](=O)[O-])c1 (stereo not given) | 2 | 95 | 97 | 98 | 0 | 97 | 5 | 0.1 | 35 | 99 | 98
O=C(COC(=O)c1ccc(Cl)c([N+](=O)[O-])c1)Nc1ccccc1OC(F)F | -13 | ? | ? | ? | 27 | ? | 8 | -0.4 | 4 | ? | ?
N#Cc1ccccc1OCCN1C(=O)c2ccccc2C1=O | -1 | 96 | 96 | 97 | 46 | 96 | 8 | 0.1 | 23 | 99 | 95
CCc1ccc(CNC(=O)C2CCCN(c3nc4ccccc4o3)C2)cc1 (stereo not given) | nt | 99 | 102 | 100 | 13 | 101 | 27 | 1.5 | 22 | 105 | 98
O=C(Nc1ccc2nc3ccccc3nc2c1)c1ccccc1 | nt | ? | ? | ? | -11 | ? | 17 | -1.2 | 9 | ? | ?
CN(C)S(=O)(=O)c1ccc(C(=O)NCc2ccccn2)cc1 | -19 | 97 | 97 | 96 | 0 | 98 | 10 | 0.0 | 26 | 99 | 95
O=C(O)Cc1coc2cc3c(cc12)CCC3 | 13 | 87 | 89 | 88 | 2 | 91 | 23 | 1.8 | 13 | 88 | 79*
CCN1C(=O)C(CC(=O)Nc2ccc(OC)cc2)N(CCc2ccccc2)C1=S (stereo not given) | nt | 96 | 101 | 102 | 1 | 96 | 20 | 0.0 | 9 | 102 | 104
NC(=O)c1ncc(C(F)(F)F)cc1Cl | 7 | 98 | 99 | 94 | 1 | 104 | 8 | 0.1 | 12 | 100 | 92
O=C(NC(Cc1c[nH]c2ccccc12)C(=O)NCCCN1CCOCC1)c1cccs1 (stereo not given) | 4 | 95 | 98 | 101 | 1 | 97 | 11 | 0.6 | 9 | 101 | 106
O=P(O)(COc1ccccc1)COc1ccccc1 | 22 | 97 | 98 | 100 | 2 | 100 | 8 | 0.3 | 27 | 99 | 96
Cc1ccc(C(C[N+](=O)[O-])c2c(-c3ccccc3O)[nH][nH]c2=O)cc1 (stereo not given) | -21 | 100 | 100 | 103 | 0 | 99 | 1 | -0.3 | 9 | 103 | 102
COc1ccccc1N(CC(O)COc1ccccc1C)S(=O)(=O)c1ccccc1 (stereo not given) | 19 | 98 | 99 | 101 | 10 | 103 | 5 | 0.5 | 8 | 107 | 99
COc1ccc(-n2c(C)cc(C(=O)CN3C(=O)NC4(CCCc5sccc54)C3=O)c2C)cc1 (stereo not given) | -3 | 97 | 95 | 99 | -1 | 96 | 2 | 3.7 | 6 | 100 | 98
CCN(CC)C(=O)CCCOc1ccc(Cl)cc1Cl | 6 | 99 | 102 | 103 | 4 | 103 | 19 | 0.9 | 12 | 102 | 100
Cc1cc(C(=O)Nc2sc(C)c(C)c2C#N)no1 | nt | 97 | 97 | 98 | 1 | 98 | 6 | 0.1 | 31 | 99 | 98
O=C(CC1C(=O)NCCN1Cc1ccc(-c2ccccc2)cc1)NCC1CC1 (stereo not given) | nt | 96 | 93 | 95 | 2 | 96 | 10 | 0.6 | 13 | 101 | 93
COc1cccc(C(=O)N(CN2CCCC2=O)c2cccc(Cl)c2)c1OC | 4 | 104 | 107 | 105 | 2 | 108 | 8 | 1.0 | 15 | 113 | 105
CCc1cccc(OCCN2CCCC2)c1 | -47 | 104 | 101 | 102 | -1 | 103 | 5 | -0.1 | 13 | 104 | 101
Cc1ccc(S(=O)(=O)N(CC(=O)N2CCCCCC2)c2ccccc2)cc1 | -21 | 100 | 103 | 105 | 3 | 105 | 9 | 0.1 | 34 | 115 | 107
CC(C)(Oc1ccc(Cl)cc1)C(=O)NCCN1C(=O)S/C(=C/c2cccnc2)C1=O | -6 | 96 | 97 | 97 | 4 | 97 | 13 | 5.4 | 11 | 100 | 97
Cc1ccc(CNS(=O)(=O)c2ccccc2[N+](=O)[O-])cc1 | -13 | 97 | 95 | 93 | 3 | 96 | 8 | 0.8 | 20 | 92 | 92
C=CCn1c(NC(C)c2cc(Cl)ccc2O)nc2ccccc21 (stereo not given) | nt | 93 | 99 | 98 | 0 | 97 | 7 | 0.5 | 25 | 96 | 102
CC1CC(C)CN(C(=O)c2cccc(S(=O)(=O)Nc3cc(C(F)(F)F)ccc3Cl)c2)C1 (stereo not given) | -18 | 94 | 89 | 92 | -2 | 92 | 3 | -0.2 | 12 | 91 | 99
N#C/C(=C\Nc1ccccc1SC(F)(F)F)c1nc(-c2ccc(Cl)cc2)cs1 | -4 | 97 | 98 | 99 | 0 | 100 | 13 | -0.2 | 18 | 104 | 101
Cc1cc2ccccc2c(=O)n1CC(=O)N1CCN(c2cccc(Cl)c2)CC1 | 9 | 101 | 97 | 99 | 16 | 100 | 24 | 1.9 | 18 | 101 | 98
O=C(NC(=S)NCC1CCCO1)c1ccccc1 (stereo not given) | -2 | 102 | 101 | 101 | 0 | 100 | 12 | 0.0 | 14 | 106 | 100
O=S(=O)(NC1CCCC1)c1ccc(S(=O)(=O)N(Cc2cccs2)CC2CCCO2)cc1 (stereo not given) | 8 | 99 | 98 | 99 | 5 | 100 | 6 | 2.1 | 20 | 100 | 96
Cc1sc(NC(=O)CCCC(=O)O)c(C(N)=O)c1-c1ccccc1 | -40 | 94 | 93 | 95 | 3 | 94 | 10 | 0.3 | 11 | 97 | 94
O=C(CNS(=O)(=O)c1cccc2nsnc12)NCc1ccc(Cl)cc1 | nt | 101 | 99 | 98 | 20 | 102 | 24 | 2.2 | 31 | 102 | 96
NC(=O)c1c(Nc2nc3c(F)cccc3s2)sc2c1CCCC2 | 21 | 99 | 101 | 102 | -6 | 102 | 11 | -0.8 | 16 | 101 | 101
CC1CN(C(=O)c2ccc(COc3ccc(C(C)C)cc3)o2)CC(C)O1 (stereo not given) | -2 | 96 | 98 | 98 | 12 | 97 | 10 | 1.9 | 15 | 101 | 97
COc1ccccc1NS(=O)(=O)c1ccc(C(=O)OCC(=O)NCc2ccco2)cc1 | nt | 99 | 100 | 99 | -8 | 101 | 6 | -5.2 | 27 | 100 | 96
Brc1cc2c(cc1/C=N/Nc1nc(N3CCCC3)nc(N3CCOCC3)n1)OCO2 | nt | ? | ? | ? | 6 | ? | 4 | 1.1 | 23 | ? | ?
O=C(Cn1ncc2c1-c1ccccc1OC2)Nc1ccc(Cl)cn1 | nt | 95 | 99 | 100 | 1 | 97 | 18 | 0.2 | 12 | 101 | 104
CC(C)NC(=O)Cn1cc(C(=O)COc2ccccc2)c2ccccc21 | nt | 95 | 97 | 97 | 6 | 98 | 13 | 0.5 | 19 | 99 | 98

High-throughput results from PubChem BioAssay.
